Yfh1-off respiration: enhancers of respiration in Yfh1-depleted yeast, dose response, Friedreich's ataxia, plus single-dose screen (AID 1465) | S. cerevisiae Yfh1-off respiration, WST-1 reduction, 72 h; higher fold induction means a stronger effect | one-dose fold induction at 50 µM; EC50 in µM for titrated hits | 0.074% of 220,000 active;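 active = fold induction of absorbance versus untreated yeast above a set limit, then at least 30% activation at any dose in follow-up; inconclusive = repeats straddling the limit, or above it without dose testing; inactive = fold induction below the set limit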;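 also: activators that raise dye reduction in frataxin-depleted yeast; strong numbers were not always called active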
SIAH1 antagonists: blockers of Siah-1 interaction with plectin peptide – biochemical, fluorescence polarization, rhodamine-plectin, uHTS, primary screen (AID 1817); Siah-1 / rhodamine-plectin peptide fluorescence polarization; higher % means a stronger effect; displacement, % at 20 µM; hits with a dose series show IC50 in µM; 0.02% of 290,000 active;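 active = displacement of at least 50% at 20 µM, with a fluorescence ratio check between 0.3 and a set limit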;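 also: plate controls were Siah plus tracer with DMSO for no effect and tracer alone without Siah for full effect; strong numbers were not always called active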
CSM14.1 death rescue: protection against thapsigargin-triggered cell killing – 384-well, CSM14.1, ATP luminescence, primary screen (AID 1222) | CSM14.1 thapsigargin-induced death rescue, ATP luminescence; higher % means a stronger effect | one-dose cellular ATP content (survival), % at 20 µM; EC50 in µM for titrated hits | 190,000 tested, under 10 active;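 active = EC50 below 50 µM in the dose-response confirmation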;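 also: death triggered by thapsigargin at about 15 µM added after 2 h compound pretreatment; cell ATP read after overnight thapsigargin exposure of roughly 18 to 22 hours; normalized against plate controls of thapsigargin alone and 5% DMSO vehicle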
PMI inhibition: MPI inhibition at elevated mannose 6-phosphate – biochemical, fluorescence intensity, high mannose 6-phosphate, primary screen (AID 1220). recombinant PMI enzyme, coupled fluorescence intensity; higher % means a stronger effect. 0.66% of 190,000 active. inhibition, % at 20 µM, or IC50 in µM where a hit was titrated; in the data active = inhibition above about 50%
PhoP inhibition: PhoP-dependent GFP reporter repression – Salmonella Typhimurium, primary screen (AID 1863); S. Typhimurium PhoP-regulated promoter GFP reporter, 4 h; higher % means a stronger effect; inhibition, % at 50 µM, or IC50 in µM where a hit was titrated; 0.16% of 300,000 active;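 active = inhibition over 29.93%, a cutoff 3 SD above the screen mean, later confirmed by dose response; inconclusive = inhibition over 29.93% but no dose response follow-up; inactive = inhibition at most 29.93% or unconfirmed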;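 also: 0% = low Mg2+ inducing control and 100% = high Mg2+ repressing control; strong numbers were not always called active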
P. falciparum M17LAP: P. falciparum M17LAP inhibitors, primary screen, biochemical, fluorogenic H-Leu-NHMec substrate, 1536-well (AID 1619); recombinant M17LAP, H-Leu-NHMec fluorogenic kinetic assay; higher % means a stronger effect; inhibition, % at 30 µM; hits with a dose series show IC50 in µM; 0.38% of 220,000 active;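 active = compound inhibiting the enzyme by more than half at any dose during confirmatory dose-response retesting; inconclusive = strong single-dose inhibitors picked by rank but not retested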;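 also: plate controls were full reaction with DMSO carrier for no effect and no enzyme background for full effect; strong numbers were not always called active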
West Nile virus CPE: inhibition of WNV-induced cytopathic effect – cell-based, CPE readout (AID 1621); West Nile virus-infected cells, CPE inhibition; higher % means a stronger effect; one-dose CPE inhibition, % at 10 µM; IC50 in µM for titrated hits; 0.02% of 290,000 active; in the data active = a potency from the dose series; inconclusive = CPE inhibition mostly from about 3.7% at the one dose, without a potency; inactive = the rest, 99 in 100 with CPE inhibition below about 2.2%; also: strong numbers were not always called active
P. falciparum M1AAP: P. falciparum M1AAP inhibitors, biochemical, fluorogenic H-Leu-NHMec substrate, 1536-well (AID 1445) | recombinant M1AAP, H-Leu-NHMec fluorogenic kinetic assay; higher % means a stronger effect | inhibition, % at 30 µM, or IC50 in µM where a hit was titrated | 0.42% of 220,000 active;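 active = primary inhibition above the hit cutoff, then over 50% inhibition at one or more dose response concentrations, cut at about 23% in these data, passing the limit was not always enough; inconclusive = conflicting primary data, or primary hits not chosen for dose response; inactive = low primary inhibition, or under 50% at every dose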;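 also: plate controls were DMSO full reaction for no effect and no enzyme background for full effect; strong numbers were not always called active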
XIAP displacement: small molecules displacing peptide from XIAP – biochemical, IAP family, fluorescence polarization (AID 1018) | 0.007% of 200,000 active | one-dose displacement, % at 20 µM; IC50 in µM for titrated hits | XIAP BIR domain, fluorescence polarization peptide displacement; higher % means a stronger effect; in the data active = displacement above about 50%; also: a part of the inactive calls stands beside numbers as strong as those of hits
The depositor's hits bear a star; i = inactive; ? = inconclusive; . = no result given.

SMILES	Yfh1-off respiration	SIAH1 antagonists	CSM14.1 death rescue	PMI inhibition	PhoP inhibition	P. falciparum M17LAP	West Nile virus CPE	P. falciparum M1AAP	XIAP displacement
COc1ccccc1N1CC(C(=O)Nc2ccc(S(=O)(=O)N3CCOCC3)cc2)CC1=O (stereo unspecified)	i	0%	-0.2%	-8%	-6%	11%	0.2%	14%	-3.5%
COc1ccccc1N1CCN(/N=C/c2cccc(OC)c2OC)CC1	i	2%	-1.9%	-1%	8%	-5%	1.5%	2%	-4.3%
CS(=O)(=O)N(CC(=O)NC1CCCCCC1)Cc1ccc(Cl)cc1	i	-1%	-0.5%	4%	-3%	-15%	-0.8%	9%	-6.5%
COc1ccc(CCNc2c([N+](=O)[O-])c(=O)oc3ccccc23)cc1OC	i	2%	-0.8%	2%	-11%	11%	-0.3%	9%	-2.9%
O=C1C2C3C=CC(C3=C(c3ccccc3)c3ccccc3)C2C(=O)N1Cc1ccccc1 (stereo unspecified)	i	-6%	2.0%	-6%	-12%	6%	-0.3%	6%	-3.9%
CCc1sc(C(=O)NCc2ccccc2)cc1C	i	6%	2.4%	-1%	-7%	2%	0.5%	4%	1.3%
O=C1CC(O)(C(F)(F)F)Oc2c1ccc1ccccc21 (stereo unspecified)	i	-2%	-1.7%	9%	3%	5%	0.4%	7%	1.7%
O=C1CCCC2=C1C(c1ccsc1)CC(=O)N2c1ccccc1 (stereo unspecified)	i	-1%	-2.3%	17%	-2%	-2%	0.0%	11%	-5.9%
O=C(O)COCC(=O)N1CCN(C2c3ccccc3-c3ccccc32)CC1	i	7%	.	.	-6%	2%	0.8%	0%	.
Cc1cccc(OCCc2c(C)[nH]c(=S)[nH]c2=O)c1	i	6%	-0.4%	-1%	-6%	3%	-0.1%	14%	-5.7%
OC(COc1ccccc1)CN1CCN(c2ncccn2)CC1 (stereo unspecified)	i	1%	0.0%	-6%	12%	8%	0.0%	3%	-1.4%
CC(C)(C)C(=O)Oc1ccc2cc(-c3ccc4ccccc4n3)c(=O)oc2c1	i	8%	-2.2%	3%	8%	-38%	-0.8%	2%	-5.7%
COc1ccc(-c2nnc(NC(=O)CSc3ccccc3)s2)cc1OC	i	5%	-1.3%	-8%	-11%	1%	-0.7%	9%	-0.2%
O=C(O)c1ccc(Cl)c(S(=O)(=O)NCC2CCCO2)c1 (stereo unspecified)	i	-4%	-2.9%	-1%	17%	-8%	-0.1%	-7%	-1.6%
c1nnnn1C12CC3CC(CC(C3)C1)C2	i	0%	-1.3%	3%	15%	-8%	-0.3%	5%	-3.6%
CC(=O)c1ccc(N2CCN(c3ccc(S(=O)(=O)NCCN(C)C)cc3[N+](=O)[O-])CC2)cc1	i	-1%	.	.	-2%	10%	-0.2%	10%	.
CCc1ccc(C(=O)Nc2cc3c(cc2Cl)OCCCO3)cc1	i	-2%	2.1%	24%	-1%	-2%	-0.3%	5%	-4.8%
O=C(CSc1ncn[nH]1)c1ccc2c(c1)OCCO2	i	-2%	-2.4%	0%	6%	56%	0.6%	10%	-5.2%
Cc1ccc(NS(=O)(=O)c2cc(NC(=O)c3cc(=O)[nH]c(=O)[nH]3)ccc2Cl)c(C)c1	i	-1%	.	.	-2%	8%	0.5%	3%	.
O=C(NCCC(c1ccccc1)c1ccccc1)c1cccs1	i	5%	0.8%	9%	7%	9%	-1.6%	2%	-6.0%
O=C(CN1C(=O)C2CC=CCC2C1=O)Nc1ccc(S(=O)(=O)NC2=NCCCCC2)cc1 (stereo unspecified)	i	-1%	-1.8%	10%	-3%	3%	0.6%	10%	-5.4%
O=C(NCc1cccnc1)Nc1ccccc1F	i	13%	-1.2%	-10%	-6%	4%	0.6%	13%	-1.7%
Cc1ccc(N=Cc2ccc(N(C)C)cc2)cc1C	i	-2%	-1.6%	10%	-1%	13%	0.3%	8%	-1.9%
COc1ccccc1NC(=O)N1CCN(c2cccc(C(F)(F)F)c2)CC1	i	-4%	.	7%	0%	-1%	-0.5%	2%	-5.7%
CC(=O)C1=C(c2ccccc2)NC(=O)NC1c1ccccc1OCC(=O)NCc1ccccc1 (stereo unspecified)	i	-2%	0.0%	3%	1%	4%	-0.1%	18%	-2.9%
SMILES	Yfh1-off respiration	SIAH1 antagonists	CSM14.1 death rescue	PMI inhibition	PhoP inhibition	P. falciparum M17LAP	West Nile virus CPE	P. falciparum M1AAP	XIAP displacement
CN(C)c1ccc(C(=O)c2ccc(O)cc2O)cc1	i	-5%	-3.0%	9%	5%	1%	0.1%	6%	-1.4%
O=C(Nc1ccc(N2CCOCC2)cc1)NC1CCCCC1	i	-1%	-0.9%	16%	4%	7%	0.2%	3%	-5.8%
COc1ccc(Nc2nnc(-c3ccc(O)cc3)c3ccccc23)cc1C(N)=O	i	-8%	-1.7%	3%	-4%	13%	-0.1%	10%	-1.8%
O=C(N/N=C/C(Br)=C\c1ccccc1)c1ccco1	i	8%	.	.	-2%	-1%	0.1%	8%	.
COC(=O)C1=C(C)N(C)C(=O)NC1c1cc(Cl)c(O)c(OC)c1 (stereo unspecified)	i	-2%	-0.9%	2%	-3%	4%	0.3%	0%	-0.3%
Cc1cc(C)cc(NC(=O)N(C)Cc2ccccc2)c1	i	-2%	.	.	-2%	-3%	0.4%	-3%	.
COC(=O)c1cc(Br)c(=O)n(CCN2CCCCC2)c1	i	3%	-0.6%	10%	4%	6%	0.6%	9%	-3.9%
Cc1nn(Cc2ccccc2Cl)c2sc(C(=O)NCCCn3ccnc3)cc12	i	-3%	2.3%	-17%	1%	2%	-0.4%	5%	-1.0%
CC(Sc1nnnn1-c1ccccc1)C(=O)Nc1ccc(Cl)cn1 (stereo unspecified)	i	-4%	-1.7%	17%	4%	18%	-1.3%	7%	-2.2%
COc1ccc2[nH]c(C)c(C(=O)CN3CCOCC3)c2c1	i	-2%	-0.4%	-14%	2%	10%	0.2%	2%	-5.1%
Cc1ccc(C)c(C(=O)N(Cc2nc(-c3ccc(Cl)cc3)no2)C(C)C)c1	i	-2%	-2.2%	5%	10%	-13%	0.3%	-2%	-2.9%
Cc1cc(N/N=C\c2ccccc2)nc(-c2ccccc2O)n1	i	-8%	-0.1%	10%	4%	15%	-1.4%	7%	-6.3%
CCCSc1nc(-n2ncc(C#N)c2N)c2c3c(sc2n1)CCC(C)C3 (stereo unspecified)	i	1%	4.7%	12%	-10%	2%	-1.1%	2%	-0.2%
O=C(Nc1ccc(Cl)c(Cl)c1)C1=Cc2ccccc2OC1	i	0%	-1.0%	7%	2%	10%	-0.4%	8%	-18%
Cc1ccc(NC(=O)Cn2cc(S(=O)(=O)c3ccc(C)cc3)c(=O)c3cc(F)ccc32)cc1	.	26%	-3.1%	-7%	-3%	-4%	.	-1%	1.8%
CSc1ccccc1C(=O)NC1CCCCCC1	i	5%	-1.2%	-9%	1%	-6%	0.0%	-5%	-21%
CCn1c(-c2cccs2)nc2ccccc21	i	1%	-1.1%	-3%	2%	-10%	-0.1%	1%	-4.3%
C/C(N)=C(/C#N)C(=O)COC(=O)c1ccccc1C(=O)c1ccc(C)cc1	i	-1%	0.1%	8%	-4%	-2%	0.1%	17%	-5.6%
Cc1ccc(C(=O)Oc2coc(CSc3nnc(NC(=O)C4CC4)s3)cc2=O)cc1	.	3%	-0.7%	7%	-7%	-5%	.	1%	-1.8%
CN(C1=NC(=O)C(CC(=O)Nc2ccc(Br)cc2)S1)c1ccc(O)cc1 (stereo unspecified)	i	4%	-0.5%	7%	7%	-1%	-0.5%	-2%	-5.1%
CCOC(=O)c1c(O)c(Cl)c(C)[nH]c1=O	i	2%	0.7%	-2%	-12%	1%	-0.1%	1%	-13%
Fc1ccc(Oc2cnns2)cc1	i	-2%	1.1%	8%	1%	-4%	-0.3%	9%	-5.1%
CCN(CC)c1ccc(/C=N/Nc2ccc(C)cc2)c(O)c1	i	5%	4.3%	-70%	10%	23%	-0.8%	6%	-4.0%
O=C(N1CCN(Cc2ccccc2)CC1)C12CC3CC(CC(C3)C1)C2	i	5%	-1.7%	8%	20%	10%	-0.5%	0%	-2.6%
Cc1ccc(-n2c(SCC(=O)Nc3cccc(S(=O)(=O)NC4=NCCCCC4)c3)nc3ccccc3c2=O)cc1C	i	7%	4.5%	-4%	2%	-1%	0.3%	0%	-2.2%
SMILES	Yfh1-off respiration	SIAH1 antagonists	CSM14.1 death rescue	PMI inhibition	PhoP inhibition	P. falciparum M17LAP	West Nile virus CPE	P. falciparum M1AAP	XIAP displacement
O=C(CCS(=O)(=O)c1ccc(Cl)cc1)N1CCN(c2ccccc2F)CC1	i	-2%	-2.7%	-15%	-3%	5%	-0.8%	5%	-7.4%
CC(=O)c1c(C(C)=O)c(C)n(Cc2ccccc2)c1C	i	0%	3.1%	-7%	-1%	0%	-1.3%	5%	-5.2%
CN(CC(=O)N1CCc2ccccc2C1)S(=O)(=O)c1ccc2c(c1)c(=O)n(C)c(=O)n2C	i	-4%	.	2%	-1%	6%	0.0%	4%	0.4%
O=C(OCC#CCSc1nnc(-c2ccc([N+](=O)[O-])cc2)o1)c1cccs1	i	0%	0.0%	3%	-2%	-16%	-0.2%	2%	-3.9%
O=C(NCCN1CCOCC1)C1CCN(Cc2ccccc2O)CC1	i	7%	0.6%	-4%	11%	15%	0.8%	2%	-5.3%
O=C(CCSc1ccccc1)NCCSCc1ccccc1	i	11%	-1.6%	-3%	-11%	-12%	0.2%	4%	-4.1%
Cc1ccc(CSc2nnc(-c3ccncc3)n2C)cc1	i	1%	1.2%	-8%	6%	8%	-0.5%	1%	80%
O=C(Nc1cccs1)Nc1c(F)c(F)c(F)c(F)c1F	i	2%	-1.7%	-6%	-4%	9%	-1.4%	4%	-2.4%
CCOC(=O)c1oc2ccc(Br)cc2c1NC(=O)CN1CCN(C)CC1	i	-2%	-1.0%	6%	-1%	-6%	?	5%	-5.8%
CCOC(=O)CCSc1cc(C)c2ccccc2n1	i	3%	-0.9%	-27%	-8%	-4%	0.0%	2%	-1.2%
O=C(CN1CCCCCC1)NCC1CCCO1 (stereo unspecified)	i	-3%	0.5%	0%	.	.	0.2%	.	-3.0%
Cc1ccc(-c2nn3c(C)nnc3s2)cc1NC(=O)c1ccc(-c2ccc(Cl)cc2Cl)o1	i	2%	1.5%	-4%	-2%	9%	1.5%	6%	-2.6%
NC(N)=NCCC[C@H](NC(=O)OCc1ccccc1)C(=O)O	i	-4%	-0.9%	4%	-4%	6%	-0.5%	-5%	-5.1%
Cc1ccc(C)c2[nH]c(=O)c(CN(CC3CCCO3)S(=O)(=O)c3ccc4c(c3)OCCO4)cc12 (stereo unspecified)	i	-1%	-2.0%	-3%	10%	3%	1.3%	1%	-6.9%

Screens from PubChem BioAssay.
